EBV gp42 block – blocks Epstein-Barr virus glycoprotein 42 binding; Fluorescence polarization binding assay, mP read-out; inhibition, % (tested at 21.74 µM); Q1HVG2; 0.42% of 220,000 active; in the data active = inhibition above about 50%
Target sequence (Q1HVG2 whole entry, looked up): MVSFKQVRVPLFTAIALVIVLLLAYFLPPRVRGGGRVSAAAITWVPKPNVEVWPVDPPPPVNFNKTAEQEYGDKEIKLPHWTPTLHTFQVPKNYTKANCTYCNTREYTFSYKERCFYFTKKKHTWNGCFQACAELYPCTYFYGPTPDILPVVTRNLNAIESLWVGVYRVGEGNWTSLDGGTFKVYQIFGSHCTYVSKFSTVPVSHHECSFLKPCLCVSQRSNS
hK5 inh – blocks human kallikrein 5 protease activity | inhibition, % at 5 µM | Q9Y337 | 0.59% of 210,000 active | recombinant hK5, fluorogenic AMC substrate cleavage;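 active = inhibition of 40% or more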;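 note: 0% = enzyme controls without compound and 100% = no-enzyme blanks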
NCF1 inh – p47phox (human) inhibition; P14598; p47phox/p22phox peptide binding, fluorescence polarization, 2 h; inhibition, % at 24.7 µM; 0.53% of 220,000 active;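 note: 0% = p47phox with labelled peptide and 100% = labelled peptide alone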
Target sequence (P14598 whole entry, looked up): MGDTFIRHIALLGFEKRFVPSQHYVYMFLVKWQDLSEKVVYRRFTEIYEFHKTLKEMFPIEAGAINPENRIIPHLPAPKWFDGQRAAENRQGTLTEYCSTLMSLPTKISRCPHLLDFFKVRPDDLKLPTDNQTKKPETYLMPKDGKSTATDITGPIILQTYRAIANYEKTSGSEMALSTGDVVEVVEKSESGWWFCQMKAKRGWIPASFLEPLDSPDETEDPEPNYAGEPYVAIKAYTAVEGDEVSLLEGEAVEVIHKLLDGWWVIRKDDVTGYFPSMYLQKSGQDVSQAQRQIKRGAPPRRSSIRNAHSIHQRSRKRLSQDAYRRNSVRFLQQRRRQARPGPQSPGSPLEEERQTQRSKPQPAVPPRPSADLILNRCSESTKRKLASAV
Rad51 HR inh – blocks human Rad51 in homologous recombination; Q06609; hRad51 DNA strand exchange, fluorescence dequenching; inhibition, % at 10 µM; 0.085% of 200,000 active; AID 1385;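 active = inhibition above 40% at the single screening dose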;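 note: 0% = DMSO control wells and 100% = blanks with heterologous ssDNA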
Target sequence (Q06609 whole entry, looked up): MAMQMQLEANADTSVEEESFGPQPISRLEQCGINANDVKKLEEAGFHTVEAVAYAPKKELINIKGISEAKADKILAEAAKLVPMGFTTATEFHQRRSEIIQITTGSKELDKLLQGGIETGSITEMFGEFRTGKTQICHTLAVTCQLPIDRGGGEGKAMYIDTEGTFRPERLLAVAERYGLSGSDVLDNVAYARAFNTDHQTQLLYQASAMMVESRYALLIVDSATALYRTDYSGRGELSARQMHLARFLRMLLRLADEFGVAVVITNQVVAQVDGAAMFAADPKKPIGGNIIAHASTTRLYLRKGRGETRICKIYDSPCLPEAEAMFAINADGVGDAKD
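Test system: preformed human Rad51 ssDNA filaments. Compound dosing: single dose, 10 µM final compound. Incubation: filaments 15 min 37 °C, then compound 30 min. Technique: FRET fluorescence dequenching, excitation 485 nm, emission 520 nm. Read-out basis: percent inhibition from fluorescence, normalised to plate control and blank means. Benchmarks: plate controls and plate blanks.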
thrombin 1536 – thrombin (human) inhibition; alpha-thrombin, Boc-VPR-AMC fluorogenic substrate cleavage; P00734; inhibition, % at 5 µM; AID 1046; 0.26% of 220,000 active;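 active = inhibition at or above 40%; inactive = inhibition below 40%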;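 note: 0% = enzyme with no compound and 100% = wells without enzyme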
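System – human alpha-thrombin protein · Reagent – Boc-VPR-AMC substrate, 15 µM final · Compound – 5 µM single dose in 0.2% DMSO · Schedule – reaction at room temperature · Technique – AMC fluorescence at 355 nm excitation and 460 nm emission · Read-out basis – % inhibition relative to enzyme controls and enzyme-free blanks · Control set – no-compound enzyme wells and no-enzyme blanks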
14-3-3 Bad PPI – disrupts binding of bovine 14-3-3 zeta to phospho-Bad peptide; P63103; AID 781; 0.71% of 220,000 active; inhibition, % at 21.7 µM; TR-FRET 14-3-3zeta/Dy647-pBad peptide displacement, 1 h;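 active = inhibition above about 70%, limit read from the data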;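 note: 0% = full 14-3-3 plus peptide FRET controls and 100% = background without 14-3-3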
KCC2 mod – modulates chloride dependent transport by human KCC2. Q9H2X9. KCC2 cells, thallium flux FluoZin-2 fluorescence. B-score of Tl+ flux slope (higher = more flux/activation; lower = inhibition) at 10 µM. 2.2% of 190,000 active. AID 1456;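 active = thallium flux slope and its plate-corrected score both differing from the plate sample mean at a set confidence after two filtering rounds, in either direction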;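 note: slope of fluorescence scaled to starting intensity during 10 to 20 s after thallium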
eIF4E-4G inh – inhibitors of eIF4E and eIF4G interaction in translation initiation | P63073+Q04637 | inhibition, % at 21.7 µM | TR-FRET eIF4E-eIF4GI(517-606) binding, 2 h | 0.37% of 220,000 active | AID 782;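 note: 0% = full FRET control wells and 100% = background wells lacking eIF4GI fragment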
Furin inh – blocks human furin protease activity; 0.061% of 220,000 active; purified furin, fluorogenic substrate cleavage; P09958; inhibition, % at 30 µM; in the data active = inhibition above about 25%; note: inactives centre near -15
Active calls of the source: *; [ ] = remark or other dose.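 Rule for the calls, unless noted: active = inhibition above about 30% (limit read from the data); inactive = the rest.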

`COc1ccccc1-n1cnc2cc(NCc3cccs3)ccc21` gave EBV gp42 block 6, hK5 inh 5, NCF1 inh -7, Rad51 HR inh 8, thrombin 1536 3, 14-3-3 Bad PPI 4, KCC2 mod -1.7, eIF4E-4G inh 1 and Furin inh -28[20 µM].
Screening OC[C@@H]1CCCN1Cc1nc(-c2cccs2)no1 returned EBV gp42 block 1, NCF1 inh 5, thrombin 1536 -2, 14-3-3 Bad PPI -12, KCC2 mod 0.17, eIF4E-4G inh 1 and Furin inh -23.
O=C(CSc1ccc2nnc(-c3ccncc3)n2n1)Nc1ccccc1F was read as EBV gp42 block -19, hK5 inh -2, NCF1 inh -3, Rad51 HR inh -7, thrombin 1536 -2, 14-3-3 Bad PPI 15, KCC2 mod 0.28, eIF4E-4G inh 1 and Furin inh -17.
O=C(Nc1ncn[nH]1)c1ccccc1O was read as EBV gp42 block 1, hK5 inh -1, NCF1 inh -5, Rad51 HR inh 21, thrombin 1536 -1, 14-3-3 Bad PPI 9, KCC2 mod 0.43, eIF4E-4G inh 7 and Furin inh -17.
For O=C(CSCC(=O)c1ccccc1)Nc1ccccc1Cl the results were EBV gp42 block -8, hK5 inh -1, NCF1 inh 0, Rad51 HR inh 5, thrombin 1536 4, 14-3-3 Bad PPI -10, eIF4E-4G inh 0 and Furin inh -15[20 µM].
`COc1ccc(C(=O)N/N=C/c2sc3ccccc3c2O)cc1` gave EBV gp42 block -188, hK5 inh -42, NCF1 inh -43, Rad51 HR inh -182, thrombin 1536 0, 14-3-3 Bad PPI -1[fluorescence artefact?], KCC2 mod 0.32, eIF4E-4G inh -8 and Furin inh -12.
For Cc1ccc(N2C(=O)CSC2=S)cc1C the results were EBV gp42 block -19, hK5 inh -2, NCF1 inh -85, Rad51 HR inh -2, thrombin 1536 1, 14-3-3 Bad PPI -7, KCC2 mod 0.85, eIF4E-4G inh -1 and Furin inh -18.
For O=C(NC1CCCCC1)C(c1ccccc1)N1CCCC1 (centres undefined) the results were EBV gp42 block -20, hK5 inh -18, NCF1 inh -7, Rad51 HR inh 7, thrombin 1536 -6, 14-3-3 Bad PPI -7[fluorescence artefact?], KCC2 mod -0.061, eIF4E-4G inh -8 and Furin inh -19.
Screening N#CC1=C(N)Oc2cc(O)ccc2C1c1ccccc1 (centres undefined) returned EBV gp42 block 10, hK5 inh 0, NCF1 inh -15, Rad51 HR inh -3, thrombin 1536 -8, 14-3-3 Bad PPI -6, KCC2 mod -1.6, eIF4E-4G inh -2 and Furin inh -10.
Screening CCN(CC)S(=O)(=O)c1cc(NC(=O)CN2CCN(c3ccccn3)CC2)ccc1C returned EBV gp42 block -10, hK5 inh -9, NCF1 inh -5, Rad51 HR inh -93, thrombin 1536 -4, 14-3-3 Bad PPI -8, eIF4E-4G inh 2 and Furin inh -13.
Screening COc1ccc(N2CCN(S(=O)(=O)c3ccc4c(c3)CCCC4)CC2)c([N+](=O)[O-])c1 returned EBV gp42 block -2, hK5 inh 4, NCF1 inh -14, Rad51 HR inh -5, thrombin 1536 1, 14-3-3 Bad PPI -6, KCC2 mod 1.6, eIF4E-4G inh 2 and Furin inh -17[20 µM].
For CCOC(=O)c1c[nH]c2c(Cl)c(Cl)ccc2c1=O the results were EBV gp42 block -10, hK5 inh -11, NCF1 inh 1, Rad51 HR inh -5, thrombin 1536 0, 14-3-3 Bad PPI 4, KCC2 mod 1.1, eIF4E-4G inh -3[fluorescence artefact?] and Furin inh -15[20 µM].
For CCOc1ccc(N=Cc2c(C)[nH]n(-c3nc4ccccc4[nH]3)c2=O)cc1 the results were EBV gp42 block -15, hK5 inh -55, NCF1 inh -11, Rad51 HR inh -8, thrombin 1536 -5, 14-3-3 Bad PPI -1, KCC2 mod 2, eIF4E-4G inh 4 and Furin inh -15.
CC(=O)c1ccc(OCc2ccccc2)c(C)c1O was read as EBV gp42 block -6, hK5 inh -7, NCF1 inh -3, Rad51 HR inh -8, thrombin 1536 0, 14-3-3 Bad PPI 3[fluorescence artefact?], KCC2 mod -0.05, eIF4E-4G inh -5 and Furin inh -17.
`O=C(NCc1ccccc1)c1ccccc1-c1nc2ccccc2[nH]1` gave EBV gp42 block -1, hK5 inh -4, NCF1 inh -12, Rad51 HR inh 1, thrombin 1536 3, 14-3-3 Bad PPI -12, KCC2 mod -0.011, eIF4E-4G inh -4 and Furin inh -34.
For CC(=O)Nc1ccc(Nc2ccc(N3C(=O)CCCC3=O)cc2[N+](=O)[O-])cc1 the results were EBV gp42 block -1, hK5 inh -13, NCF1 inh -7, Rad51 HR inh 8, thrombin 1536 -2, 14-3-3 Bad PPI -11, KCC2 mod 0.52, eIF4E-4G inh 14 and Furin inh -8.
Screening CC(=O)Nc1ccc(Nc2c([N+](=O)[O-])cc(S(C)(=O)=O)cc2[N+](=O)[O-])cc1 returned EBV gp42 block -1, hK5 inh -2, NCF1 inh -1, Rad51 HR inh -3, thrombin 1536 -6, 14-3-3 Bad PPI 5, KCC2 mod 0.079, eIF4E-4G inh -3 and Furin inh -7.
Screening Cc1c(Cl)cccc1NC(=O)c1ccc(OCC(=O)NCc2ccccc2)cc1 returned EBV gp42 block -9, hK5 inh 1, NCF1 inh -7, Rad51 HR inh 6, thrombin 1536 -7, 14-3-3 Bad PPI -2[fluorescence artefact?], KCC2 mod 0.96, eIF4E-4G inh -4 and Furin inh -22.
`COc1ccc(/C=N/NC(=O)c2ccco2)cc1Cn1nc(C)c([N+](=O)[O-])c1C` gave EBV gp42 block -4, NCF1 inh -2, Rad51 HR inh 9, thrombin 1536 0, 14-3-3 Bad PPI -12, KCC2 mod -1.7, eIF4E-4G inh 0 and Furin inh -13.
COc1ccc(N2CCN(C(=O)COc3ccccc3)CC2)cc1 was read as EBV gp42 block -1, hK5 inh 4, NCF1 inh -2, Rad51 HR inh -4, thrombin 1536 1, 14-3-3 Bad PPI 0, eIF4E-4G inh -3 and Furin inh -16.

2 compounds drawn at random from those above:
Screening N#CC1=C(N)Oc2cc(O)ccc2C1c1ccccc1 (centres undefined) returned EBV gp42 block 10, hK5 inh 0, NCF1 inh -15, Rad51 HR inh -3, thrombin 1536 -8, 14-3-3 Bad PPI -6, KCC2 mod -1.6, eIF4E-4G inh -2 and Furin inh -10.
Screening COc1ccc(N2CCN(S(=O)(=O)c3ccc4c(c3)CCCC4)CC2)c([N+](=O)[O-])c1 returned EBV gp42 block -2, hK5 inh 4, NCF1 inh -14, Rad51 HR inh -5, thrombin 1536 1, 14-3-3 Bad PPI -6, KCC2 mod 1.6, eIF4E-4G inh 2 and Furin inh -17[20 µM].

More entries:
Screening N#Cc1nc(COc2ccc(-c3ccccc3)cc2)oc1NCc1cccnc1 returned EBV gp42 block 7, hK5 inh 3, NCF1 inh -7, Rad51 HR inh -7, thrombin 1536 6, 14-3-3 Bad PPI -1, KCC2 mod -4.8*, eIF4E-4G inh 16[fluorescence artefact?] and Furin inh 4.
For CCN(CC)CCOC(=O)c1ccc(N/C=C(/C#N)c2nc(-c3ccc4c(c3)OCO4)cs2)cc1 the results were EBV gp42 block -83, hK5 inh 7, NCF1 inh -7, Rad51 HR inh -26, thrombin 1536 -2, 14-3-3 Bad PPI 38, KCC2 mod 0.99, eIF4E-4G inh -41 and Furin inh -16.
For Cc1ccc(NC(=S)NCCc2ccc(F)cc2)c(C)c1 the results were EBV gp42 block -8, hK5 inh -9, NCF1 inh 0, Rad51 HR inh 1, thrombin 1536 -9, 14-3-3 Bad PPI -10, KCC2 mod -1.7, eIF4E-4G inh 1 and Furin inh -22.
Cc1ccc(/C=N/c2sc3c(c2C#N)CCC3)o1 was read as EBV gp42 block 1, hK5 inh -9, NCF1 inh -36, Rad51 HR inh -3, thrombin 1536 3, 14-3-3 Bad PPI -14, KCC2 mod -0.063, eIF4E-4G inh -12 and Furin inh -17[20 µM].
Screening CCN1CCN(CC(=O)n2c3c(c4ccccc42)CC(C)CC3)CC1 (centres undefined) returned EBV gp42 block -14, hK5 inh 2, NCF1 inh -5, thrombin 1536 -4, 14-3-3 Bad PPI 0, KCC2 mod 1.1, eIF4E-4G inh 8 and Furin inh -8[20 µM].
COC(=O)C(NC(C)=O)(Nc1nc2ccc(S(C)(=O)=O)cc2s1)C(F)(F)F (centres undefined) was read as EBV gp42 block 10, hK5 inh 4, NCF1 inh -10, Rad51 HR inh 22, thrombin 1536 -9, 14-3-3 Bad PPI -7, KCC2 mod 0.011, eIF4E-4G inh -4 and Furin inh -6.
COc1cc(CC(=O)Nc2nccs2)cc(OC)c1OC was read as EBV gp42 block -1, hK5 inh 43*, NCF1 inh -13, Rad51 HR inh 2, thrombin 1536 5, 14-3-3 Bad PPI 2, KCC2 mod -0.12, eIF4E-4G inh 2 and Furin inh -10.
Screening CCOC(=O)c1c(C)[nH]c(C(=O)CSc2nccc(C)n2)c1C returned EBV gp42 block -11, hK5 inh -12, NCF1 inh -17, Rad51 HR inh 0, thrombin 1536 -6, 14-3-3 Bad PPI 19[fluorescence artefact?], KCC2 mod -0.22, eIF4E-4G inh 0 and Furin inh 3.
`COc1ccc(C(=O)c2sc3nc(C)cc(-c4cccs4)c3c2N)cc1OC` gave EBV gp42 block 61*, hK5 inh -10, NCF1 inh -16, Rad51 HR inh -64, thrombin 1536 -10, 14-3-3 Bad PPI -10, KCC2 mod -0.87, eIF4E-4G inh 1[fluorescence artefact?] and Furin inh -13.
For COC(=O)Nc1ccccc1C(=O)N1CCCCC1 the results were EBV gp42 block -5, hK5 inh -5, NCF1 inh -13, Rad51 HR inh -3, thrombin 1536 -3, 14-3-3 Bad PPI -6, KCC2 mod 1.5, eIF4E-4G inh 3 and Furin inh -27[20 µM].
For CC(C)OCP(=O)(c1ccccc1)c1ccccc1 the results were EBV gp42 block -18, hK5 inh -6, NCF1 inh -10, Rad51 HR inh -5, thrombin 1536 3, 14-3-3 Bad PPI 2[fluorescence artefact?], KCC2 mod -1.1, eIF4E-4G inh 2 and Furin inh -27.
For Cc1cc(C)c(NC(=O)CC(C)(C)C)c(Cl)c1 the results were EBV gp42 block -3, hK5 inh 8, NCF1 inh -3, Rad51 HR inh 14, thrombin 1536 -3, 14-3-3 Bad PPI -10, KCC2 mod -1.1, eIF4E-4G inh 1 and Furin inh -19[20 µM].
Screening CC(C)NC(=O)c1ccc(-n2c(=S)[nH]c3ccccc3c2=O)cc1 returned EBV gp42 block -1, hK5 inh -4, NCF1 inh -1, Rad51 HR inh 7, thrombin 1536 -7, 14-3-3 Bad PPI -18, KCC2 mod 2.9, eIF4E-4G inh -2 and Furin inh -17.
Screening CCOC(=O)N1CCN(C(=O)c2cnn(-c3ccccc3)c2NC(=O)c2ccccc2F)CC1 returned EBV gp42 block -7, hK5 inh -17, NCF1 inh -1, Rad51 HR inh 5, thrombin 1536 -9, 14-3-3 Bad PPI 11 and eIF4E-4G inh 2[fluorescence artefact?].
For CC1CCCCC1NC(=O)CO/N=C/c1ccc(OC(F)F)cc1 (centres undefined) the results were EBV gp42 block -17, NCF1 inh -10, thrombin 1536 -1, 14-3-3 Bad PPI -6, KCC2 mod 0.2, eIF4E-4G inh 2 and Furin inh -21.
`CCCCN1C(=O)C2C3C=CC(C2C1=O)C1C2C(=O)N(CCCC)C(=O)C2C31` (centres undefined) gave EBV gp42 block -20, hK5 inh -3, NCF1 inh -11, Rad51 HR inh -3, thrombin 1536 -7, 14-3-3 Bad PPI 1, KCC2 mod 0.65, eIF4E-4G inh -2 and Furin inh -21.
For Cc1ccccc1C(=O)NC(CC(C)C)C(=O)NN1C(=O)c2ccccc2C1=O (centres undefined) the results were EBV gp42 block -10, hK5 inh 3, NCF1 inh -15, Rad51 HR inh -4, thrombin 1536 3, 14-3-3 Bad PPI -9, KCC2 mod 0.01, eIF4E-4G inh 3 and Furin inh -24.

Screening data from PubChem BioAssay.
